TRHR enhancer – qHTS for Small Molecule Agonists and Allosteric Enhancers of Human TRH Receptor: Primary Screen for Enhancers; TRHR cells, fluo-8 calcium fluorescence, EC20 TRH enhancement; enhancement, % at 2 µM; hit rate 0.66% among 360,000; in the data active means enhancement above about 30%; further: 0% is about no effect
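Enhancer read-out: after compound pinning and an initial kinetic agonist-mode read, an EC20 of TRH (10 nM final) was injected and fluo-8 calcium signal (Ex 480/Em 530) followed at 1 s/cycle for 100 cycles in TRHR-expressing cells.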
PI4K2A block – qHTS for small molecular inhibitors of PI4K2A; AID 1346378, 2018; purified PI4K2A, ADP-Glo luminescence, 1 h; stronger effect = lower value; hit rate 0.13% among 420,000; activity change, negative = inhibition, % at 76.9 µM; Phosphatidylinositol 4-kinase type 2-alpha (Homo sapiens), Q9BTU6; in the data active means activity change below about -50%; inconclusive means mostly about -30% to -49%;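 further: -100% = wells without enzyme as full effect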
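Compounds are screened against recombinant PI4K2A using PI as substrate and ATP, the latter dispensed at 300 microM. Reactions run one hour at ambient temperature before ADP-Glo detection; full inhibition defined by wells lacking enzyme.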
USP1-UAF1 inh – Inhibitors of USP1/UAF1: Primary Screen; Ubiquitin carboxyl-terminal hydrolase 1 (Homo sapiens), O94782; recombinant USP1/UAF1, Ub-Rhodamine cleavage fluorescence; Potency, µM (doses to about 57.1 µM), inactives show top-dose activity change, negative = inhibition, most hits filed as inhibitors; hit rate 0.23% among 390,000; AID 743255, 2014; further: potency means the concentration at half of the fitted maximal effect; on the % scale 0 is the no-effect control and ±100 the full control effect; nearly all actives have a fitted effect of over 60% in size; inactives centre near -12
Target sequence (O94782 whole entry, looked up): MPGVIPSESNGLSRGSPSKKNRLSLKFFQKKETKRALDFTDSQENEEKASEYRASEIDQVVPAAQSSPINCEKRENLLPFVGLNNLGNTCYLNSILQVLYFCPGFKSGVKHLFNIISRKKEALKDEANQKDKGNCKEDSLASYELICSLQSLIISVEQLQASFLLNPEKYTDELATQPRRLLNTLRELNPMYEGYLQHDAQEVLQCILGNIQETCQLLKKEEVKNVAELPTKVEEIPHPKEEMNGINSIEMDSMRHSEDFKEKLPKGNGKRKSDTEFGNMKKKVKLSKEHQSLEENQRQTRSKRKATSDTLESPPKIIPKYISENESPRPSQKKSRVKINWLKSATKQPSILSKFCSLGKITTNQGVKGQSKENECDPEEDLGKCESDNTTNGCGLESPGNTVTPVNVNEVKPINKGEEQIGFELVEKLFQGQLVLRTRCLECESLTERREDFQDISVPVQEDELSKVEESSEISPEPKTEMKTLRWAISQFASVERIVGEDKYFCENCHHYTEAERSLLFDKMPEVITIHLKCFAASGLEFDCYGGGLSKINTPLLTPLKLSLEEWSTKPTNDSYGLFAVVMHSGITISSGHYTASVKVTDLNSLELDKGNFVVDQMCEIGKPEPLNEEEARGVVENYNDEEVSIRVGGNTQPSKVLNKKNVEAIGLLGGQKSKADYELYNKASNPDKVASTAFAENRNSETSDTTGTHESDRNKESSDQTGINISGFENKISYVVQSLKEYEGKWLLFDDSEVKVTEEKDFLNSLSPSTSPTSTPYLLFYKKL
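In this screen, compounds sit with the deubiquitinase complex (1nM) for 15 min at room temperature before Ub-Rho is added at 150nM final. Fluorescence rise is then followed for 6 reads every 60 seconds.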
TrxR1 inh – qHTS Assay for Inhibitors of Mammalian Selenoprotein Thioredoxin Reductase 1 (TrxR1): qHTS. hit rate 1% among 390,000. Potency, µM (doses to about 114 µM), for the others: at the top dose activity change, negative = inhibition, usual class: inhibitors. Thioredoxin reductase 1, cytoplasmic (Rattus norvegicus), O89049. recombinant rTrxR1, NADPH fluorescence consumption, selenite substrate; further: potency means the concentration at half of the fitted maximal effect; on the % scale 0 is the no-effect control and ±100 the full control effect; nearly all actives have a fitted effect of over 65% in size
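Rat TrxR1 (90 nM in the dispensed reagent) was pre-reduced with 400 uM NADPH for 5 min at room temperature, then incubated with compound for 15 min. After 400 uM selenite was added, NADPH fluorescence (Ex 340/Em 450 nm) was followed for 8 min.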
IDH1 R132H inh – qHTS for Inhibitors of mutant isocitrate dehydrogenase 1 (IDH1): qHTS | Isocitrate dehydrogenase [NADP] cytoplasmic (Homo sapiens), O75874 | IDH1-R132H enzyme, NADPH consumption, diaphorase/resazurin fluorescence | Potency, µM (doses to about 76.6 µM), without a hit: at the highest dose activity change, negative = inhibition, hits mostly inhibitors | hit rate 0.093% among 390,000 | AID 602179, 2012; further: potency means the concentration at half of the fitted maximal effect; on the % scale 0 is the no-effect control and ±100 the full control effect; nearly all actives have a fitted effect of over 65% in size
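IDH1-R132H (0.5 ug/mL dispensed) in pH 7.5 Tris buffer was preincubated 30 min with compound, then given a substrate mix of 0.016 mM NADPH and 2 mM alpha-KG for 80 min at room temperature; remaining NADPH was read by diaphorase/resazurin fluorescence.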
D2 ag – HTS Assay for Allosteric Agonists of the Human D2 Dopamine Receptor: Primary Screen for Agonists. D(2) dopamine receptor (Homo sapiens), P14416. HEK293 T-REx D2 cells, calcium flux agonist mode. activation, % at 2 µM. hit rate 0.53% among 340,000;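 active means activation over 3 SD above normal in the single-dose calcium agonist read, cut at about 30% in these data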; further: 0% is about no effect
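In this primary screen, compounds producing a positive calcium signal within 180 s of addition to tetracycline-induced, force-coupled HEK293 Trex D2 cells are flagged; cells are dye-loaded with a no-wash calcium kit beforehand.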
TrxR1 substrate – qHTS Assay for Substrates of Mammalian Selenoprotein Thioredoxin Reductase 1 (TrxR1): qHTS; purified TrxR1 substrate turnover, NADPH consumption readout; AID 588456, 2011; Potency, µM (highest dose often 114 µM), for inactives: at the top dose activity change, negative = substrate turnover; Thioredoxin reductase 1, cytoplasmic (Rattus norvegicus), O89049; hit rate 0.01% among 390,000; further: potency means the concentration at half of the fitted maximal effect; on the % scale 0 is the no-effect control and ±100 the full control effect; nearly all actives have a fitted effect of over 50% in size
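Rat TrxR1, dispensed at 90 nM, was prereduced with 400 uM NADPH (final) for 5 min at ~22 deg C, then incubated with compound 15 min before 400 uM selenite. A first-read NADPH fluorescence drop versus no-compound background flagged substrates.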
D2 antag – HTS Assay for Allosteric Antagonists of the Human D2 Dopamine Receptor: Primary Screen for Antagonists; HEK293 TREx D2 cells, calcium flux, dopamine EC80; inhibition, % at 10 µM; hit rate 2% among 340,000; in the data active means inhibition above about 30%; further: 0% is about no effect
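Inhibition of EC80 dopamine-driven calcium flux, recorded kinetically, defines activity here; cells are a tetracycline-induced HEK293 T-REx line expressing force-coupled D2.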
TRHR ag – qHTS for Small Molecule Agonists and Allosteric Enhancers of Human TRH Receptor: Primary Screen for Agonists; Thyrotropin-releasing hormone receptor (Homo sapiens), P34981; activation, % at 2 µM; TRHR cells, calcium flux fluo-8, FDSS agonist mode; hit rate 0.18% among 360,000; in the data active means activation above about 30%; further: 0% is about no effect
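Fluo-8-loaded TRHR cells; 10 s baseline, compound added, kinetic Ca2+ fluorescence read 1/s, agonist mode.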
* hit, by the source's call; ? = inconclusive; / = no result given; [ ] = another dose, or the depositor's remark. Unless noted, the call rests on the fitted dose curve; in most records, active means well fitted inhibition curve with a large enough effect; inconclusive means small, poorly fitted or top-dose-only effect; inactive means no such curve, though single readings can be large or run the other way.

SMILES | TRHR enhancer | PI4K2A block | USP1-UAF1 inh | TrxR1 inh | IDH1 R132H inh | D2 ag | TrxR1 substrate | D2 antag | TRHR ag
CCN(CC(=O)NCc1ccc(Cl)cc1)S(=O)(=O)c1ccc(F)cc1 | -2.4 | 3.7 | -17.5% | 14.0%[57.1 µM] | 4.9% | 0.7 | 6.7%[57.1 µM] | 12.9 | 1.1
O=S(=O)(c1ccc(-c2csc(-c3cccnc3)n2)cc1)N1CCOCC1 | 11.5 | -3.5 | -5.7% | 22.6%[57.1 µM] | 13.2% | / | 9.6%[57.1 µM] | / | 0.1
OC(CN1CCC(Cc2ccccc2)CC1)C(F)(F)F (stereo unspecified) | -2.8 | 3.9 | -3.7% | 7.0% | -8.9% | 1.4 | -0.4% | -19.8 | 0.9
CCc1ccc(S(=O)(=O)Nc2ccc(-c3ccc(N4CCCC4)nn3)cc2)cc1 | -0.4 | -0.5 | -13.2% | 21.7%[57.1 µM] | -13.9% | -0.5 | -2.3%[57.1 µM] | / | 0.1
CC(C)(C)c1ncc(S(=O)(=O)c2ccc(C(F)(F)F)cn2)c(N)n1 | -6.1 | 4.7 | 2.6% | 18.5%[57.1 µM] | 3.4% | -0.2 | -6.3% | -5.9 | 1.6
Cc1ccc2c(c1)N(C(=O)CCC(=O)NCCCN1CCN(C)CC1)CCO2 | 4.7 | -3.9 | -13.3% | 12.2%[57.1 µM] | 12.9% | 7.3 | -4.6%[57.1 µM] | -20.6 | 0.7
Cc1onc(-c2ccccc2)c1C(=O)N/N=C/c1ccc(O)c([N+](=O)[O-])c1 | -2.6 | 0.2 | -16.8% | -7.3% | -5.3% | 0.5 | -15.5% | -10.9 | 0.4
CCOC(=O)CN1C(=O)S/C(=C/c2cc(C)n(-c3ccccn3)c2C)C1=O | 2.4 | 1.8 | -17.4% | -5.6% | 5.1% | -1.6 | -5.5% | -7.2 | 0.1
CCOc1cc(/C=C2/C(=O)ON=C2C)ccc1O | 7.1 | -21.2 | -16.8% | ? | -6.4% | -0.2 | -9.9% | -5.6 | 0.8
COc1ccc(CC(=O)NC2CCN(Cc3nnnn3C(C)(C)C)CC2)cc1OC | 7.3 | 1.3 | -19.2% | -14.5% | 1.9% | 1.2 | -11.7% | 25.5 | -0.5
CCc1ccc(CNC(=O)C2CCN(c3nn4cc(-c5ccc(OC)cc5)nc4s3)CC2)cc1 | 3.2 | 2.9 | -22.8% | 27.4% | -1.7% | / | 1.2% | / | 0.3
COc1ccc(CN(C(=O)c2cc3ccccc3oc2=O)C2CCCCC2)cc1OC | 0.8 | -0.4 | -11.3% | 2.4% | -3.0% | 0.7 | 1.7% | -5.0 | -0.5
NC(=O)CC(NC(=O)Cc1cccc2ccccc12)c1ccc(NC2CCN(Cc3ccccc3)CC2)c([N+](=O)[O-])c1 (stereo unspecified) | -2.0 | -3.4 | -3.8% | 8.5% | 4.1% | 0.0 | 4.6%[57.1 µM] | 32.1* | -0.6
CSc1nnc2c(n1)c(C)nn2-c1cccc(C)c1 | -2.9 | -1.5 | -22.4% | 0.5% | 1.6% | -0.4 | -4.6% | -18.7 | 0.2
O=C(NNC(=O)c1nn(-c2ccc(F)cc2)ccc1=O)c1ccccc1Cl | 1.1 | 6.3 | -10.7% | 2.3% | 1.4% | 0.8 | -2.0% | 1.8 | 0.7
O=C(COc1ccccc1)Nc1ccc(N2CCN(C(=O)c3cccs3)CC2)cc1 | -4.0 | -3.4 | -18.7% | 17.8%[57.1 µM] | -3.9% | 0.8 | 7.2%[57.1 µM] | -3.7 | 0.0
O=C(CSc1nnc(NC(=O)C2CC(=O)N(c3ccc(F)cc3)C2)s1)NCc1ccco1 (stereo unspecified) | 0.9 | -9.8 | 1.3% | 31.6µM* | -3.7% | -0.1 | 7.4% | -1.7 | -0.2
CSc1cccc(NS(=O)(=O)c2ccc(F)cc2)c1 | -6.3 | 7.3 | -6.6% | -3.0% | 4.3% | 0.0 | -7.2% | 4.5 | -1.5
CC(NC(=O)COC(=O)c1ccc2c(=O)n3c(nc2c1)CCCCC3)c1ccccc1 (stereo unspecified) | -4.8 | -19.5 | -17.3% | 19.6% | 8.9% | -0.2 | 5.9% | -25.5 | -0.2
CCOC(=O)C1CCN(C(=O)C2(NC(=O)Nc3cccc(F)c3)CCCCC2)CC1 | 34.3* | -2.5 | -7.1% | -2.0%[57.1 µM] | -0.1% | 1.2 | 1.9%[57.1 µM] | -7.1 | 0.2
COc1cc(NC(=O)c2ccc(Br)o2)ccc1NC(=O)c1ccccc1Cl | -3.7 | 5.0 | -14.7% | -17.3%[57.1 µM] | 7.1% | 0.4 | 5.1%[57.1 µM] | 12.9 | -0.1
COC(=O)CC1COc2ccccc2N1C(=O)c1ccc(C(C)(C)C)cc1 (stereo unspecified) | -9.2 | -1.9 | -21.2% | -3.3% | 3.9% | 33.0* | -8.2% | 6.6 | 0.0
O=C(Cc1cccc(F)c1)Nc1ccc2c(c1)CCC2 | -1.4 | -3.9 | -2.4% | -4.8%[57.1 µM] | -16.3% | / | -1.7%[57.1 µM] | / | -1.2
O=C(COC(=O)c1ccc([N+](=O)[O-])cc1)NC12CC3CC(CC(C3)C1)C2 | / | 1.3 | -0.3% | -5.1% | -8.4% | / | -2.0% | / | /
CCOc1ccc(N(CC(=O)NCc2ccc(C)cc2)S(=O)(=O)c2c(C)noc2C)cc1 | 0.1 | 4.7 | -26.7% | 18.5% | -2.8% | -0.2 | 2.5% | / | -1.0
O=C(O)CN1CCNCCN(CC(=O)O)CCNCC1 | / | -3.8 | -12.2% | -6.7% | 4.1% | / | -0.8% | / | /
C[C@@H](C(=O)Nc1ccc(SC(F)F)cc1)N1C(=O)C2CCCCC2C1=O (stereo partly specified) | / | 0.1 | ? | 17.2%[57.1 µM] | 3.1% | / | -2.6%[57.1 µM] | / | /
C=C(C)C(=O)Oc1ccc(N=Nc2ccc(C)cc2)ccc1=O | / | -14.7 | -12.6% | -54.5% | 4.4% | / | 2.3%[57.1 µM] | / | /
COC(=O)c1ccccc1NC(=O)CSc1nc(-c2ccco2)cc(C(F)(F)F)n1 | -1.4 | -1.4 | -8.5% | -6.3% | 2.6% | -0.9 | -5.2% | 8.5 | 0.2
CN1CC(=O)N(CC(=O)N2CCC(Cc3ccccc3)CC2)C1=O | -2.3 | -5.9 | -3.3% | 27.0% | -3.1% | -0.3 | -0.5% | 4.5 | 1.3
Cc1ccc(C(=O)N/C(=C\c2ccc(Cl)cc2)C(=O)NCC2CCCO2)cc1 (stereo unspecified) | -5.6 | -6.2 | -1.8% | 18.3%[57.1 µM] | 10.8% | 0.0 | 10.0%[57.1 µM] | -14.8 | 0.4
Cc1cc(C)nc(SCC(=O)Nc2ccc(S(=O)(=O)Nc3nccs3)cc2)n1 | -4.3 | -7.3 | -12.8% | 8.8% | -0.9% | 0.1 | 5.2% | -0.5 | 0.3
CCN1CCN(C(=O)c2cc(S(=O)(=O)N3CC(C)CC(C)C3)ccc2Cl)CC1 (stereo unspecified) | -1.2 | 1.5 | -23.0% | 17.5% | 0.4% | / | 5.0% | / | -0.6
COc1ccc(-c2noc(CCCC(=O)O)n2)cc1 | -4.0 | -13.3 | -6.3% | -2.8% | 1.8% | -0.5 | -7.1% | 14.8 | 0.1
S=c1[nH]nc(Cn2nnc3ccccc32)n1-c1ccccc1 | 0.7 | -2.3 | -23.7% | -0.7%[57.1 µM] | 0.1% | 0.0 | -29.7%[57.1 µM] | 9.9 | 0.2
CCN(CC)CCNC(=O)c1ccc2c(=O)n3nc(Nc4cccc(Cl)c4C)sc3nc2c1 | 4.2 | -1.7 | -25.8% | 5.2% | -4.9% | / | 1.6% | / | -1.2
Cc1nn2c3ccccc3n(Cc3ccccc3)c2nc1=O | 15.4 | 2.1 | -10.1% | -4.2%[57.1 µM] | 3.9% | / | 20.5% | -5.7 | -1.3
Cc1ccc(C(CC(=O)O)C2CCOC(C)(C)C2)cc1 (stereo unspecified) | 1.4 | -2.1 | -15.4% | 4.4% | 0.0% | -0.9 | 4.6% | 4.8 | 0.6
CCOC(=O)C(CC)Sc1nnc2c3cc(C)ccc3n(C)c2n1 (stereo unspecified) | -2.1 | 0.8 | -23.6% | 18.5% | 12.9% | 0.7 | -0.9% | 11.4 | -1.4
O=C(c1ccc(Br)s1)N1CCN(c2ccccn2)CC1 | 6.1 | 4.4 | -8.4% | 4.3%[57.1 µM] | 5.5% | -4.4 | -2.7%[57.1 µM] | -18.6 | -1.2
Cc1ccc(-c2nn(-c3ccccc3)cc2C=C2C(=O)CC(C)(C)CC2=O)cc1 | 13.9 | ? | -12.0% | 22.4µM* | -1.7% | -0.4 | -6.8% | 7.9 | 0.6
O=c1[nH]cnc2c1ncn2C1OC(CO)C(O)C1O (stereo unspecified) | / | -0.9 | 11.5% | 4.9% | 24.4% | / | -2.3% | / | /
COc1ccccc1CNC(=O)CCNC(=O)c1ccco1 | 0.0 | -0.5 | 4.8% | -6.5% | 2.6% | -0.3 | -9.0% | -1.1 | 0.6

D2 antag: what is marked active above
smiles | TRHR enhancer | PI4K2A block | USP1-UAF1 inh | TrxR1 inh | IDH1 R132H inh | TrxR1 substrate | D2 antag | TRHR ag
NC(=O)CC(NC(=O)Cc1cccc2ccccc12)c1ccc(NC2CCN(Cc3ccccc3)CC2)c([N+](=O)[O-])c1 (stereo unspecified) | -2.0 | -3.4 | -3.8% | 8.5% | 4.1% | 4.6%[57.1 µM] | 32.1* | -0.6
